# Fam108B inh: mouse Fam108B serine hydrolase inhibitors, primary screen, counter-screen for RBBP9 inhibitor project, biochemical, fluorescence polarization; recombinant Fam108B, FP-Rh probe fluorescence polarization; inhibition, % at 9.51 µM; hit rate 0.33% among 300,000;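 active = inhibition above the screen mean inhibition plus 3 SD, computed separately per campaign, cut at about 18% in these data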;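 note: inhibitors lower polarization as less probe binds the enzyme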
# MEX-5 binding: MEX-5 zinc finger RNA-binding disruptors – biochemical, C. elegans, fluorescence polarization, MLPCN library, primary screen; MEX-5/FITC-TCR2 RNA binding; hits give low values; hit rate 0.38% among 300,000; activity score (negative = inhibition of binding), % at 10 µM; AID 1832, 2009; Zinc finger protein mex-5 (Caenorhabditis elegans), Q9XUB2;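 active = inhibition past about -25% in most replicates, and total fluorescence under double the plate's negative control median, limit read from the data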;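 note: 0% = DMSO and -100% = 5 µM competing unlabeled TCR2 RNA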
# GRK2 aptamer HTS: compounds blocking aptamer binding on GRK2 – biochemical, human GRK2, bead flow cytometry, HTS, primary screen; Beta-adrenergic receptor kinase 1 (Homo sapiens), P25098; FAM-aptamer displacement from GRK2; inhibition of aptamer binding, % at 10 µM; hit rate 0.59% among 330,000; AID 488847, 2010;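 active = inhibition of aptamer binding above 40%, roughly 3 SD of noise, on plates passing a quality check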;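 note: median bead fluorescence of bound FAM aptamer so fluorescent compounds give negative values; no value below 0 was filed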
# Bcl-xL primary: inhibitors of human Bcl-xL, primary screen, biochemical, fluorescence polarization, HTS; hit rate 0.7% among 320,000; Bcl-2-like protein 1 (Homo sapiens), Q07817; inhibition, % at 10.9 µM; GST-Bcl-xL / FITC-Bim BH3 peptide fluorescence polarization; AID 2129, 2009;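 active = inhibition above the mean of all tested compounds plus 3 SD, cutoff set per campaign, cut at about 30% in these data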;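 note: 0% = DMSO wells and 100% = unlabeled Bim-BH3 peptide competitor; inhibitors lower millipolarization by displacing the labeled peptide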
# Target sequence (Q07817 whole entry, looked up): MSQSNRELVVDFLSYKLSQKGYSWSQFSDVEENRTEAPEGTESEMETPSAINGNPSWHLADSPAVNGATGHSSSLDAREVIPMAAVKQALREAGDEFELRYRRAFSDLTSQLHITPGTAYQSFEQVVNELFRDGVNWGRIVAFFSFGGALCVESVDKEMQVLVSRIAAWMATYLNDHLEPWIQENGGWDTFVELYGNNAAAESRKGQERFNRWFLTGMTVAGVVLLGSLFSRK
# GLD-1 TGE inh: GLD-1/TGE RNA complex disruptors, primary screen, biochemical, fluorescence polarization; AID 2280, 2010; purified GLD-1 + fluorescein TGE RNA; Female germline-specific tumor suppressor gld-1 (Caenorhabditis elegans), Q17339; hit rate 0.44% among 320,000; inhibition, % at 5.96 µM;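 active = percent inhibition above a per-plate cutoff, the plate mean of test compounds plus 3 SD, cut at about 30% in these data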;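 note: 0% = DMSO wells with GLD-1 and probe and 100% = wells lacking GLD-1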
# Target sequence (Q17339 whole entry, looked up): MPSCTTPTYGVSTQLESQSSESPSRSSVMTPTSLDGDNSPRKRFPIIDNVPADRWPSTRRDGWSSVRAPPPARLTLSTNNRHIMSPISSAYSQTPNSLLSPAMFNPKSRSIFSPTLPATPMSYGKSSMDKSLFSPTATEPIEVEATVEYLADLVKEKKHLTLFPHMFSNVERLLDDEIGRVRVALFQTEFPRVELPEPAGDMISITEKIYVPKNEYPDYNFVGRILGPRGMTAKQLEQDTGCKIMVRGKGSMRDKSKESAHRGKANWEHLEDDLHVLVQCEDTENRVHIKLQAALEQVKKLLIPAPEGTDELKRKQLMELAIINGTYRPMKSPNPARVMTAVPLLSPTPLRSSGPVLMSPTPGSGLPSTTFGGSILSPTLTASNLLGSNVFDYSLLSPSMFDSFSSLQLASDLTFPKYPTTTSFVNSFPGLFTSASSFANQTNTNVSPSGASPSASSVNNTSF
# Efflux pump inh: inhibitors of Candida efflux pumps in yeast, primary screen, S. cerevisiae, Nile Red, multiplex. S. cerevisiae Candida pump triplex. inhibition, % at 10 µM. hit rate 0.44% among 330,000. AID 485275, 2010;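 active = plate passing quality check with inhibition over a set limit, or well fluorescence over plate mean plus 4 SD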;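 note: Nile Red retained in pooled yeast measured as flow cytometry median fluorescence; 0% = buffer negative control and 100% = Enniatin B positive control; higher means more Nile Red kept so more efflux inhibition; some compounds called inactive have numbers as strong as hits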
# MCL1-BIM inh: inhibitors of MCL1 binding to BIM-BH3, primary screen, biochemical, fluorescence polarization; GST-MCL1 / FITC-Bim-BH3 fluorescence polarization; inhibition, % at 10.9 µM; Induced myeloid leukemia cell differentiation protein Mcl-1 (Homo sapiens), Q07820; AID 2057, 2009; hit rate 0.68% among 320,000;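 active = inhibition above the mean inhibition of all tested compounds plus 3 SD, set per campaign, cut at about 40% in these data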;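 note: 0% = DMSO wells and 100% = unlabeled Bim-BH3 peptide control; higher means more loss of mP so more displacement of Bim peptide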
# PME-1 primary: PME-1 inhibitors via competitive probe labeling, primary screen, biochemical, fluorescence polarization, FP-Rh probe, HTS | hit rate 0.53% among 320,000 | Protein phosphatase methylesterase 1 (Homo sapiens), Q9Y570 | inhibition, % at 5.9 µM | recombinant PME-1 | AID 2130, 2009;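 active = inhibition above the campaign mean of all compounds plus 3 SD, cut at about 26% in these data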;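 note: competitive labeling of PME-1 active site by serine hydrolase directed probe; 0% = PME-1 with DMSO and 100% = wells lacking PME-1 enzyme; inhibitors block probe labeling so polarization falls and inhibition rises; many of its hits are not listed in these tables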
# Target sequence (Q9Y570 whole entry, looked up): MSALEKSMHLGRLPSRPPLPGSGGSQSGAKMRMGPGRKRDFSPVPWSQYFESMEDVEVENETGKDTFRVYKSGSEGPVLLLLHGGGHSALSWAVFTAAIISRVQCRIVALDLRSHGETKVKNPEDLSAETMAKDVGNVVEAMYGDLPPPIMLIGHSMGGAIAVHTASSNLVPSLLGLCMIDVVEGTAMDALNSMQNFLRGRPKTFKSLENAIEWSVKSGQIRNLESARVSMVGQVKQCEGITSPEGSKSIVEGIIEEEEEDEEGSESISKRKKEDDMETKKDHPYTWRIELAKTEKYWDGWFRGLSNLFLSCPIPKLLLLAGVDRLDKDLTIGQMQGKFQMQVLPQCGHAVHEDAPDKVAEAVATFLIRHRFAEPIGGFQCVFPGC
# VLA-4 inh: inhibition in human VLA-4 binding assay, primary screen, VLA-4 allosteric modulator project, MLPCN library, flow cytometry, VLA-4 expressing cells. ligand binding flow cytometry. inhibition, % (about 7 µM as worked out from the volumes in the protocol). hit rate 0.2% among 330,000. AID 2557, 2010; in the data active = inhibition above about 50%
# An asterisk follows results filed as active; x = no result given; & = joins results of further samples.
SMILES,Fam108B inh,MEX-5 binding,GRK2 aptamer HTS,Bcl-xL primary,GLD-1 TGE inh,Efflux pump inh,MCL1-BIM inh,PME-1 primary,VLA-4 inh
O=C(NCc1ccc(F)cc1)C(c1ccccc1)N(C(=O)c1csnn1)C1CC1 (stereo not drawn),-3,-2.1,1,-2,-1,0.1,2,-2,-6
c1ccc(C2CCC(N3CCC(N4CCCCC4)CC3)CC2)cc1 (stereo not drawn),-1,-1.5,0,1,3,0.0,2,3,9
NC(=O)c1cc([N+](=O)[O-])ccc1NCCN1C(=O)c2ccccc2C1=O,0,-1.3,0,0,3,0.1,-3,-2,-7
CCOC(=O)C1(Cc2cccc(OC)c2)CCCN(Cc2cc(C(C)C)n[nH]2)C1 (stereo not drawn),-2,2.7,3,2,-1,0.0,3,2,1
CCCn1c(N)c(N(CCOC)C(=O)c2ccc(-c3ccc(Cl)cc3)o2)c(=O)[nH]c1=O,-2,0.5,0,0,1,-0.2,-11,1,2
CCCCOc1c(Cl)cc(CNC(C)(C)CO)cc1OCC,1,-2.5,0,-2,6,0.1,3,-4,12
COc1cc(/C(C)=N/NC(=O)c2nnn(-c3nonc3N)c2-c2cccs2)ccc1O,1,-1.0,2,2,-3,-0.1,-2,5,-1
Cc1ccc(S(=O)(=O)NCC(=O)NCC(=O)N(C)Cc2ccc3ccccc3c2)cc1C,0,-2.3,2,3,1,0.6,0,-3,4
CC(C)(C)C1C/C(=C/c2ccccn2)C(=O)/C(=C/c2ccccn2)C1 (stereo not drawn),-1,0.2,0,1,0,-0.1,3,0,39
COCCN(C(=O)c1cccc(-n2cnnn2)c1)c1c(N)n(CC(C)C)c(=O)[nH]c1=O,1,-0.4,2,3,5,0.0,-4,-6,2
Cc1cc(C)cc(NC(=S)NCCc2c[nH]c3ccccc23)c1,6,0.6,0,1,7,-0.3,5,27*,17
NCc1ccc(S(N)(=O)=O)cc1,3,3.9,3&1,4,4&-4,0.0&0.0,9,7,24&20
CN(C)c1ccc(C2N(C)C(=O)c3ccccc3N2C)cc1 (stereo not drawn),x,-0.2,2,x,x,0.0,x,x,2
Cc1nc2ccccc2c(=O)n1NC(=O)c1cccc([N+](=O)[O-])c1,3,-0.9,98*,2,1,-0.1,-3,2,11
O=C(NCC1COc2ccccc2O1)C1(c2ccccc2)CCCC1 (stereo not drawn),-1,0.0,0,4,3,-0.1,3,2,20
O=C(NC1CCN(Cc2ccccc2)CC1)c1ccccc1Cl,-1,-0.2,0,7,1,0.1,8,1,0
Cc1cc(C)nc(NS(=O)(=O)c2ccc(N=Cc3c(C)[nH]n(-c4ccccc4)c3=O)cc2)n1,0,-2.2,0,5,7,0.1,-5,0,13
CN(Cc1ccccc1)C(=O)c1cc(-c2ccc(Br)cc2)on1,-3,-4.7,2,3,-2,-0.4,-7,8,2
Cc1ccc(NC(=O)CCn2cc(C(F)(F)F)ccc2=O)cc1,-2,-1.6,0,5,5,0.1,9,3,1
Cc1ccc(NC(NC(=O)OCCn2c([N+](=O)[O-])cnc2C)C(Cl)(Cl)Cl)cc1 (stereo not drawn),4,1.9,2,-1,-2,-0.4,1,1,-10
Cc1ccccc1Nc1c(-c2ccc(N3CCOCC3)cc2)nc2ncccn12,0,1.0,4,2,4,0.1,0,5,-2
c1ccc(Cn2nnc3c(N4CCN(Cc5ccc6c(c5)OCO6)CC4)ncnc32)cc1,-1,2.6,1,3,2,0.0,7,-1,-2
COc1ccc(NC(=O)Nc2cccc3c2O[C@H](CN(C)S(=O)(=O)c2ccccc2)[C@@H](C)CN([C@H](C)CO)C3=O)cc1,x,x,0,x,6,0.6,x,x,13
Cc1ccc(N(CC(=O)NCc2ccncc2)S(C)(=O)=O)cc1,0,-3.1,3,10,7,0.0,15,-5,11
COc1ccc(-c2cc(C)no2)cc1S(=O)(=O)NCCCN1CCN(c2ccccc2)CC1,1,0.2,0,7,1,0.1,8,10,6
# Next results.
SMILES,Fam108B inh,MEX-5 binding,GRK2 aptamer HTS,Bcl-xL primary,GLD-1 TGE inh,Efflux pump inh,MCL1-BIM inh,PME-1 primary,VLA-4 inh
CC(=O)Nc1ccc(NC(=O)C(C)OC(=O)c2ccc3[nH]c(C)c(C)c3c2)cc1 (stereo not drawn),1,-2.6,0,-3,4,-0.2,-11,2,0
O=C(CCCOc1ccccc1)Nc1nnc(C2CCCO2)s1 (stereo not drawn),-3,-2.7,0,6,1,-0.3,1,-8,14
COc1ccccc1N/C(N)=N/c1nc(C(F)(F)F)cc(=O)[nH]1,7,-0.7,0,5,-4,-0.3,-1,1,3
Cc1cc(-n2c(C)cc(C(=O)CSc3nncn3C)c2C)no1,x,x,1,x,-6,-0.1,x,x,3
CCO[C@@H]1OC(C(=O)Nc2ccccc2)=C[C@H](c2ccccc2)[C@H]1CCCO,4,-0.2,0,4,3,0.0,2,-4,9
CCOC(=O)/C=C1\SCC(=O)N1CC(=O)NCc1cccc(Cl)c1,-2,-3.2,3,-11,1,-0.1,-16,-6,-21
O=C(Oc1ccccc1N1CCOCC1)c1ccccc1,-1,-0.4,1,-3,4,0.0,-5,-1,8
CC(=O)Nc1ccc(C(=O)NC2CCSc3ccccc32)cc1 (stereo not drawn),4,-0.5,0,-3,2,-0.1,-26,-2,-4
Cn1c(=O)c2ncn(CC(=O)NCCOCc3ccccc3Cl)c2n(C)c1=O,2,1.2,0,4,-1,0.0,4,-4,-18
CCOC(=O)c1c(C)[nH]c(C)c1S(=O)(=O)N(C)CC(=O)Nc1cccc(F)c1,1,4.1,0,2,-2,-0.2,-2,14,-4
Cc1ccc(NS(=O)(=O)c2cccc(C(=O)N3CCOCC3)c2)cc1,-6,0.6,3,6,-1,-0.1,8,0,9
Cc1cc(Cn2ccnc2)c(C)c([N+](=O)[O-])c1Cn1ccnc1,-2,-5.8,0,1,-2,0.0,1,-1,-3
CCOC(=O)Cn1cc([N+](=O)[O-])c(OC)n1,0,0.9,0,4,-1,0.1,1,-1,6
CCC(c1nnnn1Cc1cccs1)N1CCN(C(=O)c2ccco2)CC1 (stereo not drawn),-2,0.0,0,0,-3,0.0,-7,-3,-3
O=C(CN1CCN(Cc2ccccc2)CC1)N1CCN(c2ccccc2)CC1,0,3.9,1,3,6,-0.1,7,-8,5
CC(=O)Nc1ccc(S(=O)(=O)NC(CC(=O)NCCc2ccccc2)C(C)C)cc1 (stereo not drawn),-5,1.7,0,5,-10,-0.1,2,-8,-16
CCOC(=O)N1CCN(c2c(NCCCN(CC)Cc3ccccc3)c(=O)c2=O)CC1,-2,-0.8,0,0,0,0.3,3,0,0
O=C(Nc1ccccc1F)Nc1cccnc1Cl,0,-3.8,1,4,1,0.1,5,-2,4
CCN(CC)S(=O)(=O)c1ccc(/C(O)=C2/C(=O)C(=O)N(CCOC)C2c2ccccc2)cc1 (stereo not drawn),-3,-1.5,0,5,-8,0.1,6,-7,17
C=CCNC(=S)Nc1ccc(C)cc1[N+](=O)[O-],2,-0.1,0,6,1,0.1,1,-2,26
CCOC(=O)Cc1nc2cc(Cl)ccc2o1,1,0.4,4,5,-4,0.0,6,-3,-21
CC(=O)c1cccc(NC(=O)c2ccc(OCc3c(C)noc3C)cc2)c1,x,x,3,-2,0,0.5,-1,-7,9
CC1CC(C)CN(CCCSc2ccccc2)C1 (stereo not drawn),1,-3.4,0,5,-4,0.2,12,1,8
Cc1cccc(C)c1OCCOCCN1CCN(C)CC1,-1,-1.5,0,-2,2,-0.1,6,-5,10
Cc1ccc(CNC(=O)COC(=O)c2cnc(C)cn2)cc1,-5,0.1,0,-2,-5,0.0,-5,-2,9
# Continuation:
SMILES,Fam108B inh,MEX-5 binding,GRK2 aptamer HTS,Bcl-xL primary,GLD-1 TGE inh,Efflux pump inh,MCL1-BIM inh,PME-1 primary,VLA-4 inh
COC(=O)c1cc(CN2C(=O)c3ccccc3C2=O)c(O)c([N+](=O)[O-])c1,2,1.0,1,2,3,-0.1,-2,8,17
CC(=O)Oc1ccc2nc(CN3C(=O)c4ccc([N+](=O)[O-])cc4C3=O)oc(=O)c2c1,-6,0.5,0,5,-5,0.2,1,3,4
CCCCCc1nnc(NC(=O)Cc2cccs2)s1,3,4.5,8,10,-3,0.0,34,-6,-2
COc1ccc(-c2ccc(=O)n(Cc3c(F)cccc3Cl)n2)cc1,0,1.8,4,3,0,0.0,2,25,-6
CCc1noc(C)c1C(=O)N1CCCC1,1,-1.4,1,1,-2,0.0,6,2,2
CCc1sc(C(=O)Nc2ccc(OC)c(S(=O)(=O)N3CCOCC3)c2)cc1C,x,x,4,x,0,0.7,x,x,-1
COc1c2occc2c(OC)c2c(=O)cc(C)oc12,0,0.1,0,7,9,0.2,-1,-4,51*
CN(C)CCNC(C(=O)Nc1cccc(C(F)(F)F)c1)c1ccccc1 (stereo not drawn),-2,0.1,0,4,0,0.1,0,0,2
CCOC(=O)c1c(C)[nH]c(C)c1S(=O)(=O)NCCc1ccco1,1,0.2,7,2,3,0.0,3,-2,9
Cc1csc(Sc2ccc(C(=O)OCC(=O)Nc3ccc(F)cc3[N+](=O)[O-])cc2[N+](=O)[O-])n1,3,2.1,4,6,5,-0.1,-1,9,-15
CCCN1Cc2cccc(C(=O)NCc3ccccc3)c2C1=O,-3,2.5,2,2,2,-0.1,5,-2,-37
CCO/C=C1/C(=O)N(Cc2ccccc2)C(=O)c2ccccc21,4,1.0,0,5,6,0.1,6,-2,11
CC(=O)N1CC(C)Sc2ccc(S(=O)(=O)NCc3ccc(F)cc3)cc21 (stereo not drawn),2,3.5,0,1,-2,0.0,-2,5,0
O=C(O)CCC(=O)OCCCc1cc2ccccc2c(=O)o1,x,x,18,x,4,0.1,x,x,10
C=CCSc1nnc2n(CCc3ccccc3)c(=O)c3c4c(sc3n12)COC(C)(C)C4,4,0.8,0,2,15,-0.2,-1,-6,-13
CCCCOc1ccc(C(=O)NN2CCOCC2)cc1,0,0.2,0,-2,3,0.1,3,1,7
N#C/C(=C/c1ccc(N2CCOCC2)o1)c1ccc(Br)cc1,9,1.1,0,-80,-110,0.0,-107,17,-289
Cc1cc(C(=O)OCC(=O)c2cccc([N+](=O)[O-])c2)c2ccccc2n1,0,0.3,3,-2,4,0.1,6,2,-13
CC(=O)Nc1ccc(NC(=O)CCS(=O)(=O)c2ccc3c(c2)oc(=O)n3C)cc1,-1,1.5,0,4,-9,0.0,4,-3,-2
O=C(CCNC(=O)C1CCN(S(=O)(=O)c2ccc(F)cc2)CC1)Nc1ccccc1,1,-2.8,1,4,5,0.0,0,11,-2
CN(C)S(=O)(=O)c1ccc2c(c1)nc(CCC(=O)Nc1ccc(N3CCOCC3)cc1)n2C,-2,0.9,0,0,4,0.0,-8,1,5
COc1cc(C=O)ccc1Oc1nc(Nc2ccc(F)cc2F)nc(N2CCOCC2)n1,-1,1.5,3,5,-4,0.5,3,6,5
O=S1(=O)CCN(OCc2ccc(F)cc2Cl)CC1,3,0.7,0,6,-8,0.0,4,-5,0
CCOC(=O)C1CCCN(C(=O)Cn2ncc3c([nH]c4ccc(C)cc43)c2=O)C1 (stereo not drawn),2,1.5,0,4,5,0.1,0,4,-1

# Compound activity from PubChem.

# The list is partial; count on the stated rates, not on these rows.
